Compound activity: PubChem, Sanford-Burnham Center for Chemical Genomics
HKDC1 inhibitor – HKDC1 (human) hexokinase inhibition; hit rate 0.16% among 340,000; recombinant HKDC1, G6PDH/diaphorase resazurin coupled fluorescence; inhibition, % at 20 µM;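 active = inhibition above about 35% when tested at 20 µM, limit read from the data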;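 note: plate controls were DMSO wells with enzyme for no effect and DMSO wells lacking enzyme for full effect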
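Test system: recombinant HKDC1 (HK5) hexokinase enzyme, produced in-house; Amount: enzyme 5 µg/mL final; Buffer or medium: Tris pH 8.0 buffer with MgCl2, Tween-20, BSA, BME; Reagent: glucose and ATP substrates; Doses: 20 µM test compound, 1% DMSO; Incubation: 90 min reaction incubation at room temperature, dark; Detection: resorufin fluorescence at 613 nm.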
SENP6 block – inhibitors of human SENP6 protease. hit rate 1.8% among 330,000. Recombinant SENP6 catalytic domain, aminoluciferin luminescence. inhibition, % at 10 µM;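 active = inhibition above about 50% at the single tested dose, limit read from the data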;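 note: plate controls were DMSO wells with enzyme for no effect and DMSO wells lacking enzyme for full effect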
MIN6 prolif – MIN6 beta-cell proliferation induction. hit rate 0.29% among 330,000. proliferation, % at 10 µM. MIN6 cells proliferation, ATPlite luminescence, 48 h; cells starved in 0.2% serum; 100% = growth in 10% serum;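 active = compounds whose signal lies at least 3.5 SD above the mean of all wells on their plate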;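 note: 0% = DMSO-treated cells in low-serum medium and 100% = 10% serum control; some compounds called inactive have numbers as strong as hits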
SENP7 inh – blocks the human protease SENP7 | recombinant SENP7, Z-RLRGG-aminoluciferin luminescence, 40 min | inhibition, % at 5 µM | hit rate 1.5% among 330,000 | AID 434973;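 active = inhibition above about 50% at the single test dose, limit read from the data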;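 note: plate controls were DMSO with enzyme for no effect and no enzyme buffer wells for full effect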
Target sequence (Q9BQF6 706-1050 limits assumed): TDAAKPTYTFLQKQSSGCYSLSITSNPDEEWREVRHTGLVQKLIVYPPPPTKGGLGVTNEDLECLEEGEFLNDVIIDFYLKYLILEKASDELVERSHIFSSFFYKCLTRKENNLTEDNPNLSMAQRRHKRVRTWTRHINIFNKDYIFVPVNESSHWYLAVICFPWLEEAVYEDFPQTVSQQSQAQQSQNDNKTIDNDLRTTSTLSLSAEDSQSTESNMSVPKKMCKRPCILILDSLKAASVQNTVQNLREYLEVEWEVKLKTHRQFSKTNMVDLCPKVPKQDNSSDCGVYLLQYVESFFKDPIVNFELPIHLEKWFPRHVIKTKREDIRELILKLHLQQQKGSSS
SENP8 block-1 – blocks human SENP8 cleavage of Nedd8 substrate; Q96LD8; recombinant SENP8, Nedd8 substrate fluorescence; inhibition, % at 20 µM; hit rate 0.64% among 360,000; AID 602440; in the data active = inhibition mostly above about 40%, no sharp cut-off; inactive = mostly below about 27%
Target sequence (Q96LD8 whole entry, looked up): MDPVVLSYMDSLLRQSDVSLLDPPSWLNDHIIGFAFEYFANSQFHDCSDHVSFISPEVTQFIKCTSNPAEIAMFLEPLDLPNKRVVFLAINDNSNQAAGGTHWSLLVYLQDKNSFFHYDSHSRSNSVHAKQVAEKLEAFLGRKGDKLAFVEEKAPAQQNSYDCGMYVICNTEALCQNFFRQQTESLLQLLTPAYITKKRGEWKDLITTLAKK
SENP1 inh – SENP1 (human) catalytic domain inhibition | hit rate 0.21% among 360,000 | recombinant SENP1 catalytic domain, CyPet-SUMO1-YPet FRET cleavage | inhibition, % at 10 µM | Q9P0U3;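 active = inhibition at least 30% at 10 µM, raw YFP signal under a set limit, fluorescence ratio 0.5 to 1.5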;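 note: 0% = enzyme with DMSO and 100% = no enzyme wells; some results filed as inactive read as strong as hits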
Target sequence (Q9P0U3 419-644 limits assumed): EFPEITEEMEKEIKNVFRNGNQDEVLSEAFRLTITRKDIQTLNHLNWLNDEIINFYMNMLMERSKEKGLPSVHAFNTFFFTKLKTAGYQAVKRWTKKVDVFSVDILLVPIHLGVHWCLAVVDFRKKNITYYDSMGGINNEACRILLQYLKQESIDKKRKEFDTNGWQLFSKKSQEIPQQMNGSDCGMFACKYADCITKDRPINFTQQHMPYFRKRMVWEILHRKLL
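Test system: human SENP1 catalytic domain; medium: Tris pH 8 buffer plus EDTA, NaCl, BME, BSA, NP40, catalase; incubation: 50 min reaction at room temperature; technique: FRET, CFP and YFP emission; controls: no-enzyme low control and enzyme-plus-DMSO high control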
PfGluPho inh – PfG6PD (Plasmodium falciparum) enzyme inhibition; inhibition, % at 20 µM; PfGluPho enzyme, NADPH resazurin-diaphorase fluorescence; hit rate 0.78% among 350,000;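 active = inhibition reaching at least a set limit at 20 µM in the primary screen, cut at about 59% in these data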;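 note: 0% = DMSO wells with substrate and 100% = DMSO wells lacking glucose-6-phosphate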
SENP8 block-2 – blocks the human protease SENP8; AID 2540; hit rate 1.2% among 330,000; Q96LD8; purified SENP8, Z-RLRGG-aminoluciferin cleavage, luminescence; inhibition, % at 10 µM; in the data active = inhibition above about 50%
UBC13 inh – human UBC13 polyubiquitination inhibition | P61088 | UBC13 polyubiquitin chain formation, TR-FRET | inhibition, % at 20 µM | hit rate 0.47% among 330,000 | AID 485273; in the data active = inhibition above about 45%, passing the limit was not always enough; inconclusive = no clear call, values can overlap the other calls
Target sequence (P61088 whole entry, looked up): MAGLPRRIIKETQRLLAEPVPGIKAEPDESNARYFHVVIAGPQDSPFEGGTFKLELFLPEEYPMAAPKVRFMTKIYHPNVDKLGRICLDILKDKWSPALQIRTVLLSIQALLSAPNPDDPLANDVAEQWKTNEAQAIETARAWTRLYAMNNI
An asterisk follows results filed as active; ? = inconclusive.

A first look:
SMILES | HKDC1 inhibitor | SENP6 block | MIN6 prolif | SENP7 inh | SENP8 block-1 | SENP1 inh | PfGluPho inh | SENP8 block-2 | UBC13 inh
CC1CCC(NC(=O)CCN2C(=O)C3CC=CCC3C2=O)CC1 (stereo not drawn) | -4.5 | -1.9 | -2.5 | -9.7 | 10.4 | 0.6 | -2.0 | -15.3 | -12.5
C=CCCC(=O)Nc1nc(C)c(-c2csc(Nc3ccc(Cl)cc3Cl)n2)s1 | -0.8 | 1.3 | -7.5 | 2.2 | -106.7 | -17.9 | 19.7 | -3.0 | -13.8
S=c1[nH]nc(-c2ccncc2)n1/N=C/c1cn(-c2ccccc2)nc1-c1ccc(Cl)cc1 | -1.1 | -2.7 | -3.0 | 0.5 | 11.6 | 1.4 | -5.8 | 0.1 | -13.4

All compounds of this part, from the start:
SMILES | HKDC1 inhibitor | SENP6 block | MIN6 prolif | SENP7 inh | SENP8 block-1 | SENP1 inh | PfGluPho inh | SENP8 block-2 | UBC13 inh
CC1CCC(NC(=O)CCN2C(=O)C3CC=CCC3C2=O)CC1 (stereo not drawn) | -4.5 | -1.9 | -2.5 | -9.7 | 10.4 | 0.6 | -2.0 | -15.3 | -12.5
C=CCCC(=O)Nc1nc(C)c(-c2csc(Nc3ccc(Cl)cc3Cl)n2)s1 | -0.8 | 1.3 | -7.5 | 2.2 | -106.7 | -17.9 | 19.7 | -3.0 | -13.8
S=c1[nH]nc(-c2ccncc2)n1/N=C/c1cn(-c2ccccc2)nc1-c1ccc(Cl)cc1 | -1.1 | -2.7 | -3.0 | 0.5 | 11.6 | 1.4 | -5.8 | 0.1 | -13.4
O=[N+]([O-])c1c(Nc2ccccc2)ccc2nonc12 | 3.1 | -14.0 | -1.1 | 5.8 | 19.4 | -0.1 | 20.7 | 0.2 | -15.3
O=C(/C=C/c1ccccc1)N/C(=C/c1ccccc1)C(=O)N1CCCCC1 | 0.5 | -3.9 | -2.1 | -8.3 | 1.5 | -1.6 | -29.6 | 8.1 | -0.5
Cc1ccsc1/C=C1\SC(N)=NC1=O | -3.7 | -4.3 | 2.4 | -0.4 | 18.0 | 10.7 | 22.8 | -13.0 | -6.1
C/C(=N\NC(=O)c1cccc(S(=O)(=O)N2CCCC2)c1)c1ccco1 | -9.6 | -5.1 | -1.1 | -3.9 | 4.3 | 2.8 | 2.3 | 1.6 | -3.8
COC(=O)c1sc(S(=O)(=O)NCCC(=O)O)c(C(=O)OC)c1C | -0.1 | -12.9 | -3.8 | -7.0 | 10.1 | 2.2 | -9.0 | -11.2 | -13.3
CC(=O)c1cc(CN2CCC(C(=O)Nc3ccc(-n4nc(C)cc4C)cc3)CC2)cs1 | -1.7 | -12.2 | -1.9 | -5.8 | 5.1 | -0.9 | 3.3 | 2.3 | 4.2
CC(C)NC(=S)NC(=O)c1ccc(Cl)cc1Cl | 12.4 | -11.8 | 0.0 | -7.4 | 12.2 | 0.1 | 7.9 | -7.4 | -1.1
Cc1nc(N)sc1Cc1ccc2c(c1)OCO2 | -3.8 | -6.5 | 3.9 | 1.0 | 10.3 | -4.5 | 15.3 | 5.2 | 0.0
COCCC(=O)N1CCC(C(=O)Nc2ccc(Oc3ccccc3)nc2)CC1 | -3.8 | -3.4 | -0.6 | 10.4 | 0.2 | 1.1 | -9.8 | -13.9 | 0.1
C=CCn1c(=O)c2ccccc2n2c(SCC(C)=O)nnc12 | -4.2 | -15.0 | 0.0 | 1.9 | -1.7 | 0.9 | 3.3 | -6.0 | -2.0
O=C1COc2ccc(-c3n[nH]c(=O)c4ccccc34)cc2N1 | -4.0 | 9.1 | 1.0 | 7.5 | -14.6 | 29.4 | -1.1 | -2.7 | 3.2
O=C(CO/N=C/c1c(Cl)cccc1Cl)NNC(=O)c1ccc(Cl)cc1 | 2.7 | -13.4 | -1.4 | -3.4 | 16.0 | 0.5 | -17.1 | -7.4 | -2.8
Cc1cc(NC(=O)C(C)(C)C)no1 | -4.7 | -1.2 | 0.2 | -2.0 | 31.4 | 2.2 | -3.8 | -2.0 | 5.3
Cc1ccc(N(Cc2cc(=O)[nH]c3ccccc23)C(=O)CCl)cc1 | 33.7 | -0.2 | -4.8 | -8.8 | -11.1 | 1.3 | 18.7 | -4.2 | 8.7
O=C(c1ccc(Br)o1)N1CCN(c2ccccc2F)CC1 | -4.2 | 9.0 | -1.0 | -8.0 | 11.9 | 1.7 | -10.9 | -1.8 | 12.9
CN1C(=O)CSc2ccc(NC(=O)N3CCN(c4ccccc4)CC3)cc21 | -7.4 | 9.1 | -1.0 | -3.4 | 6.9 | 0.2 | 11.6 | 4.0 | 0.3
Oc1ccc(/C=N/NC2=NCCCCC2)cc1 | -9.3 | -1.7 | -2.6 | 4.7 | -23.1 | 1.8 | -5.8 | -3.6 | -4.7
CCn1cc(C(=O)OCC(=O)Nc2ccc(C(C)C)cc2)c(=O)c2ccc(C)nc21 | -0.2 | -3.1 | -1.0 | 3.6 | 10.8 | -0.5 | -14.6 | 0.2 | 7.2
CCC(C)CCN1C(N(C)C)=NC[C@@H]1C (stereo partly drawn) | -0.3 | -5.8 | -1.7 | 5.3 | -1.1 | -0.9 | 9.5 | -5.9 | ?
CCOC(=O)C1CCN(S(=O)(=O)c2ccc3c(c2)NC(=O)C(C)C(=O)N3)CC1 (stereo not drawn) | -3.3 | -8.4 | -1.4 | -6.5 | 5.2 | 3.0 | 4.9 | -8.5 | -6.0
C=CCN(C(=O)c1cccc(N2C(=O)C3CC=CC(C)C3C2=O)c1)c1ccccc1 (stereo not drawn) | -4.5 | 0.1 | -3.5 | -1.7 | 7.7 | -12.2 | 6.9 | 1.5 | -0.9
O=C(Cn1nnc2ccccc2c1=O)NCCc1ccc(Cl)cc1Cl | -14.9 | 7.7 | 1.7 | -10.9 | 18.8 | 2.0 | 2.6 | -7.2 | 5.3
O=C1C(Nc2ccccc2)=C(N2CCCCC2)C(=O)c2ccccc21 | 13.6 | 85.7* | -6.5 | 61.4* | 83.1* | -95.7 | 25.7 | 58.6* | -44.9
COc1ccc(Cl)cc1NC(=O)CNc1ccccc1CN(C)C1CCCCC1 | 0.4 | -7.0 | -6.2 | -12.7 | 6.4 | -8.8 | 11.1 | -8.7 | 12.4
CN1CCN(C(=O)/C(=C\c2cccs2)NC(=O)c2cccs2)CC1 | 6.7 | -14.6 | 0.0 | 4.7 | 9.8 | 1.2 | -0.8 | -1.9 | -10.7
Cc1cc(/C=C(\C#N)C(=O)N2CCCCC2)cc(C)c1O | 5.9 | -26.9 | 0.2 | -6.0 | -13.1 | -121.9 | -6.7 | -8.2 | -3.5
COc1cc(C(=O)Nc2cccnc2)cc(OC)c1OC | -8.7 | 3.4 | -0.5 | 3.1 | 5.7 | 0.1 | 7.3 | 10.5 | ?
COc1cc(/C=C2/C(=N)N3N=C(C(C)C)SC3=NC2=O)ccc1OS(=O)(=O)c1ccccc1 | 8.8 | 17.2 | -3.2 | -6.0 | 5.0 | -10.7 | -9.5 | -5.7 | -12.6
O=C(CSCc1c(F)cccc1Cl)Nc1cccnc1 | -2.3 | -6.4 | -3.7 | 7.1 | 32.6 | 0.4 | -10.9 | -7.4 | -6.3
Cn1ncc(C#N)c1NC(=O)C1CC(c2ccc(Cl)c(Cl)c2)=NO1 (stereo not drawn) | 1.0 | -13.3 | 1.2 | 2.3 | 13.9 | 0.5 | -17.6 | 0.0 | 6.8
COc1cc(NC(=O)CN2C(=O)C(C)N(c3ccc(C)cc3)C2=O)cc(OC)c1 (stereo not drawn) | -0.8 | -17.2 | -0.3 | 6.8 | 8.5 | -0.5 | 5.2 | -2.0 | -3.1
CCCCNC(=O)[C@@H]1CC=C[C@@H]2CCN(Cc3ccc(Cl)c(Cl)c3)C(=O)[C@@H]21 | 9.9 | -4.9 | -6.5 | -0.6 | -1.5 | 2.4 | 7.2 | -10.7 | 12.4
CCCCNC(=O)CN1C(=O)NC2NC(=O)NC21 (stereo not drawn) | -4.7 | 5.7 | 0.2 | -3.5 | 16.5 | 3.1 | 0.2 | 9.3 | 6.1
CC(C)(C)c1ccc(C(=O)NCc2ccco2)cc1 | 1.7 | -7.9 | -2.4 | -16.4 | 2.8 | 0.6 | 16.2 | -6.8 | -1.2
Cc1cc(C)cc(-c2nnc(SCC(=O)NC3CC3)o2)c1 | 0.9 | -4.2 | 1.9 | 0.1 | -0.5 | 3.9 | -15.9 | -2.2 | 4.5
CN=c1scc(-c2ccccc2F)n1/N=C/c1ccc[nH]1 | -0.1 | -16.1 | -5.6 | -0.2 | -13.0 | -18.7 | 6.8 | 90.8* | -17.5
O=S(=O)(Cc1noc(-c2ccc(Cl)cc2)n1)Cc1ccco1 | 4.0 | 0.1 | -1.0 | -5.8 | 17.6 | -11.4 | -2.9 | -7.7 | 6.8
O=C(COC(=O)/C=C/c1ccc(Br)o1)NCCCN1CCCC1=O | -7.5 | 1.6 | -1.8 | 5.9 | -1.9 | -0.6 | -9.2 | -2.3 | -6.6
COCCN1C(=O)c2oc3ccccc3c(=O)c2C1c1ccc(OC)c(OC)c1 (stereo not drawn) | 1.9 | 6.9 | -1.9 | 0.4 | 11.6 | 3.1 | -12.5 | -0.2 | -6.3
Cc1ccc(CSCC(=O)N(C)CC(=O)Nc2ccccc2C(F)(F)F)cc1 | -3.8 | 4.0 | 2.2 | -1.0 | -1.5 | 0.7 | 4.7 | -1.3 | 3.3
CCc1ccccc1NC(=S)N(Cc1cccc(C)c1)c1cccnc1 | -3.5 | 0.2 | -1.5 | -0.7 | 15.4 | 1.9 | 1.4 | -2.8 | 6.1
COc1cc2c(=O)n(CC3CCCO3)c(=O)n(CC(=O)Nc3cccc(Cl)c3)c2cc1OC (stereo not drawn) | -3.3 | -15.3 | -2.8 | -6.1 | -124.2 | 1.9 | -9.6 | -8.7 | -0.6
O=C(CN(CCO)c1ccccc1)Nc1cccc(S(=O)(=O)N2CCCC2)c1 | -11.5 | -41.4 | -1.3 | 9.8 | -17.6 | -0.4 | 7.7 | 0.8 | -3.2
OC(COc1ccc2ccccc2c1)CN1CCCC1 (stereo not drawn) | -8.4 | -31.0 | -1.4 | 8.7 | 17.3 | -1.1 | 2.4 | -4.2 | 10.0
COc1cc2ncnc(NCc3cccc(F)c3F)c2cc1OC | 6.0 | 7.4 | 0.9 | -1.2 | -2.6 | 1.4 | 14.8 | 3.4 | 3.4
CC(OC(=O)c1ccc(NS(=O)(=O)c2ccc3[nH]c(=O)[nH]c3c2)cc1)C(=O)Nc1ccc(Cl)cc1 (stereo not drawn) | 5.0 | -0.5 | -5.2 | -1.1 | -5.3 | 3.6 | -24.1 | -2.0 | 6.6
CCOc1ccc(N2CC(C(=O)Nc3ccc(F)cc3F)CC2=O)cc1 (stereo not drawn) | -6.0 | 2.1 | 1.8 | 0.0 | 27.4 | 2.2 | -0.1 | -0.9 | 3.7
COc1cc(OC)c(OC)cc1/C=N/Nc1ncnc2c1[nH]c1ccccc12 | -11.1 | 3.0 | -5.4 | 3.1 | -373.0 | -58.6 | 1.3 | 5.0 | -0.3
Cc1cc(C(=O)CSc2nnc(-c3ccco3)o2)c(C)n1-c1ccc2c(c1)OCCO2 | 1.6 | -0.8 | -7.1 | -6.1 | 22.1 | -1.8 | 75.1* | -4.4 | -17.9
COc1cccc(OCc2cc(C(=O)N3CCN(c4ccccc4OC)CC3)no2)c1 | 2.4 | 16.2 | -5.3 | -7.1 | 1.0 | 2.4 | -4.4 | 0.0 | 4.6
